M4 PAM: human M4 muscarinic receptor positive allosteric modulators, primary screen, CHO-K1 cells, Fluo-8 calcium fluorescence; activation, % at 3 µM; CHO-K1 hM4/Gqi5, ACh EC20; 0% = ACh EC20, 100% = maximal ACh; Muscarinic acetylcholine receptor M4 (Homo sapiens), P08173; 360,000 tested, 0.4% active; AID 624126, 2012;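 active = activation above its plate's cutoff, the mean activation of sample wells plus 3 SD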; also: some results filed as inactive read as strong as hits
Target sequence (P08173 whole entry, looked up): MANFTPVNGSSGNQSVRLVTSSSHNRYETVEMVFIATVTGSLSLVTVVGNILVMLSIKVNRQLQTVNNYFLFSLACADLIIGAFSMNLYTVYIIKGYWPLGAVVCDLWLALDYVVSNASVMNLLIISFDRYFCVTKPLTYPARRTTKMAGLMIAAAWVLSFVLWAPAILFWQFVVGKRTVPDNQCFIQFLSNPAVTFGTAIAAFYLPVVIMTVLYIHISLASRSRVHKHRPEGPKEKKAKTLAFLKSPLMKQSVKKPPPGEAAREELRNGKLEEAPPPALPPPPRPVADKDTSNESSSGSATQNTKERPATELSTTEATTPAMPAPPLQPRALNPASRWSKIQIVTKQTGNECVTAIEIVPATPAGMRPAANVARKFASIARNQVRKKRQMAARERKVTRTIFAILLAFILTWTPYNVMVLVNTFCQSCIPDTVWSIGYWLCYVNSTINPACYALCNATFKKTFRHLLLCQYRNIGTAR
CHRM5 antagonist: human M5 muscarinic receptor antagonists, primary screen, CHO cells, Fluo-8 calcium fluorescence | Muscarinic acetylcholine receptor M5 (Homo sapiens), P08912 | CHO-hM5 cells, ACh EC80 | inhibition, % at 3 µM | 360,000 tested, 0.59% active;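 active = inhibition above a per-plate cutoff, the mean of that plate's test compounds plus 3 SD, cut at about 27% in these data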;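 also: 0% = acetylcholine EC80 with DMSO and 100% = DMSO without agonist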
Target sequence (P08912 whole entry, looked up): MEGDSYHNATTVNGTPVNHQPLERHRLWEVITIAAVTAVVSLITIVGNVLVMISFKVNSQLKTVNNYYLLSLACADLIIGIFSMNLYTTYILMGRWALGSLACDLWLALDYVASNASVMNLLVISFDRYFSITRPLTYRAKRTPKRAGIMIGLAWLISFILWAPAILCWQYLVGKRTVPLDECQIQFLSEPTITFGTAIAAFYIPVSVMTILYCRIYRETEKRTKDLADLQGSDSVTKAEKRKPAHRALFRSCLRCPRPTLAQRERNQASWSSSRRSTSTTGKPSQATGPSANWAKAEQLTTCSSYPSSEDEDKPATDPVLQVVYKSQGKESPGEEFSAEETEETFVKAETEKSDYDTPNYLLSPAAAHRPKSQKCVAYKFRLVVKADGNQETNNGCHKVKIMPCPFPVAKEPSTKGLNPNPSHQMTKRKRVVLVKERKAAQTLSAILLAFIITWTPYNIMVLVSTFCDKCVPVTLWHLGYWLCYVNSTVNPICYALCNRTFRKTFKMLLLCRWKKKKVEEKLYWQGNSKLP
CHO-K1 Ca ag: counter-screen for M1 agonists: effect in parental CHO-K1 cells; Fluo-8 calcium fluorescence; scaled to maximal ATP response, vehicle zero; activation, % at 3 µM; 360,000 tested, 0.48% active; AID 602248, 2012; in the data active = activation above about 15%;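 also: untransfected CHO-K1 host cells lacking M1 receptor as counterscreen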
CHRM4 antagonist: human M4 muscarinic receptor antagonists, primary screen, CHO cells, Fluo-8 calcium fluorescence. AID 624125, 2012. 360,000 tested, 0.73% active. Muscarinic acetylcholine receptor M4 (Homo sapiens), P08173. inhibition, % at 3 µM. CHO-hM4 cells, ACh EC80;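 active = inhibition above its plate's cutoff, the mean inhibition of sample wells plus 3 SD, cut at about 27% in these data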;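 also: 0% = acetylcholine EC80 with DMSO and 100% = DMSO without agonist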
M4 ag: human M4 muscarinic receptor agonists, primary screen, CHO-K1 cells, Fluo-8 calcium fluorescence; 360,000 tested, 0.14% active; activation, % at 3 µM; Muscarinic acetylcholine receptor M4 (Homo sapiens), P08173; CHO-K1 hM4/Gqi5; vehicle 0%, full acetylcholine response 100%;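 active = activation above the run mean over all test wells plus 3 SD, cut at about 32% in these data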;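 also: peak over basal fluorescence ratio per well then scaled between controls; 0% = DMSO wells and 100% = acetylcholine at EC100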
M5 ag: human M5 muscarinic receptor agonists, primary screen, CHO-K1 cells, Fluo-8 calcium fluorescence. Muscarinic acetylcholine receptor M5 (Homo sapiens), P08912. CHO-K1 hM5 cells; 0% DMSO wells, 100% maximal acetylcholine response. activation, % at 3 µM. 360,000 tested, 0.19% active. AID 624037, 2012;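 active = activation above the run's mean over test compounds plus 3 SD, cut at about 23% in these data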;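 also: signal is peak over basal fluorescence ratio across the kinetic read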
CHO-K1 Ca PAM: nonselective calcium activators in parental CHO-K1 cells, primary screen, counter-screen for M1 PAM project, cell-based, Fluo-8 calcium fluorescence, full deck, 1536-well. ATP EC20; 0% at ATP EC20, 100% at ATP max. activation, % at 3 µM. 360,000 tested, 0.02% active. AID 602247, 2012;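 active = activation above the run cutoff, the mean activation of all test compounds plus 3 SD, cut at about 40% in these data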;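 also: peak over basal fluorescence ratio in a 140 s read after ATP addition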
CHRM5 PAM: human M5 muscarinic receptor positive allosteric modulators, primary screen, CHO-K1 cells, Fluo-8 calcium fluorescence. CHO-K1 hM5, ACh EC20 PAM; 0% = ACh EC20, 100% = ACh EC100. 360,000 tested, 0.3% active. activation, % at 3 µM;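 active = activation above the run cutoff, the mean activation of all test compounds plus 3 SD, cut at about 18% in these data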
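Test system: CHO-K1 hM5 cells / Doses: single-point, 3 µM nominal / Times: Post-acetylcholine fluorescence recording 140 s / Technique: Fluo-8 calcium fluorescence / Measure: Max/basal fluorescence ratio as % of EC20–EC100 ACh window / Benchmarks: low control EC20 acetylcholine (0%), high control EC100 acetylcholine (100%) / Replicates: one well per compound, no replicates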
CHO-K1 Ca antag: counter-screen for M1 antagonists: effect in parental CHO-K1 cells; ATP-induced calcium, Fluo-8 fluorescence; inhibition, % at 3 µM; 360,000 tested, 0.6% active;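 active = inhibition above a per-plate cutoff, the plate's mean sample inhibition plus 3 SD, cut at about 24% in these data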;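 also: 0% = DMSO plus EC80 ATP and 100% = DMSO alone without ATP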
* = called active by the depositor.

SMILES | M4 PAM | CHRM5 antagonist | CHO-K1 Ca ag | CHRM4 antagonist | M4 ag | M5 ag | CHO-K1 Ca PAM | CHRM5 PAM | CHO-K1 Ca antag
CCCNC(=O)c1c(C)cc(=O)oc1C | -1 | 3 | -0.2 | 12 | 2 | 0 | -11 | -3 | -18
Cc1oc(-c2ccc(Cl)cc2)cc1C(=O)/C(C#N)=C/Nc1ccccc1 | -15 | 6 | -0.2 | 6 | 0 | 0 | -3 | 2 | -5
COc1nccc(NCc2ccccc2)c1C#N | -1 | -2 | 0.2 | -6 | 0 | 2 | 24 | 7 | -9
O=C(c1cccc(S(=O)(=O)N2CCc3ccccc32)c1)N1CCCC(C(F)(F)F)C1 (stereo unspecified) | -4 | 1 | 2.1 | -5 | 5 | 0 | -2 | -2 | 4
COc1ccc(CNc2nc3nc(-c4ccccc4)cc(=O)n3[nH]2)cc1OC | 3 | 3 | 1.4 | 0 | 0 | -3 | 18 | -6 | -6
CCc1ccc(C(O)c2ncc(-c3ccccc3OC)[nH]2)cc1 (stereo unspecified) | -7 | 2 | 4.2 | -3 | 7 | 4 | 6 | -2 | -10
Cc1nc(N2CCOCC2)c2c3c(sc2n1)CCC3 | 4 | 7 | 2.2 | 1 | 3 | 0 | 8 | 3 | -12
COc1ccc(C(=O)Nc2ncc(C)s2)cc1S(=O)(=O)N1CCOCC1 | 3 | -3 | 1.7 | -1 | 4 | 5 | 6 | 7 | -18
C=CCN(CC=C)C(=O)CN1C(=O)NC(Cc2c[nH]c3ccccc23)C1=O (stereo unspecified) | -6 | 8 | 0.7 | 7 | 1 | -2 | -6 | 2 | -10
Cc1cc(C)nc(N2CCC(C(=O)N3CCN(c4cc(Cl)ccc4C)CC3)CC2)n1 | -20 | 20 | 3.8 | 14 | 7 | -2 | 10 | -12 | -3
Cn1c(=O)oc2cc(S(=O)(=O)NCCC(=O)NCc3ccccc3Cl)ccc21 | 0 | 8 | 0.7 | -2 | 0 | -5 | -2 | -2 | 4
Cc1ccc(NCC(=O)Nc2ccc(Br)cc2)cc1F | 5 | 10 | 0.3 | 1 | 1 | 1 | -1 | -2 | 3
Cc1ccccc1SCC(=O)NC1CCOC1=O (stereo unspecified) | -11 | -4 | -0.2 | 3 | 0 | 0 | -1 | -1 | 5
COc1ccc(C(C(=O)NC2CCCCC2)N(C(=O)c2sc(C)nc2C)c2ccc(C(C)=O)cc2)cc1 (stereo unspecified) | -2 | 5 | 2.8 | 0 | 0 | 2 | 11 | -4 | -10
Cc1ccc(NC(=O)CN(C)CC(=O)N(CC(C)C)c2c(N)n(CC(C)C)c(=O)[nH]c2=O)c(C)c1 | 8 | 2 | 0.8 | -4 | 2 | 3 | 9 | 6 | -6
CC(C)c1ccccc1NC(=S)N1CCN(S(=O)(=O)c2cccs2)CC1 | -2 | 8 | 1.5 | -10 | 2 | -4 | 12 | -2 | -6
CCOC(=O)CSc1nc2ccccc2n1CC(=O)N(C(C)C)C(C)C | 5 | 9 | 0.0 | -15 | 0 | 0 | 2 | -7 | -3
CCOC(=O)Cn1cnc2c(cnn2-c2ccc(OC)cc2)c1=O | -7 | 3 | 1.8 | 5 | 1 | 2 | 9 | -3 | -5
COc1ccc(NC(=S)Nc2ccccn2)c(OC)c1 | -8 | 5 | 0.1 | -1 | 1 | -8 | 14 | -3 | -11
CCOCCCNC(=O)c1c(N)n(-c2ccc(S(N)(=O)=O)cc2)c2nc3ccccc3nc12 | 7 | 8 | 0.8 | 1 | 1 | -2 | 20 | -2 | -8
O=S1(=O)NC(=NCCc2ccccn2)c2ccccc21 | 1 | -7 | 0.3 | 1 | 1 | 0 | 15 | 16 | -3
O=C(CCCCn1c(=O)[nH]c2ccccc2c1=O)NC1CCN(Cc2ccccc2)CC1 | -3 | 7 | 0.5 | -7 | 0 | -6 | 20 | -2 | -8
CC(C)(C)NC(=O)NC(=O)CSc1ncccn1 | 4 | 5 | 10 | -6 | 1 | -2 | 12 | 3 | -4
COc1ccc(NC(=O)C2CCC(C(C)(C)C)CC2)cc1S(=O)(=O)N1CCCCC1 (stereo unspecified) | 11 | -5 | -0.2 | -18 | 1 | -2 | 16 | 4 | -4
Cn1nccc1/C=N\NC(=O)c1ccc(Cl)cc1 | -1 | -4 | 1.4 | 9 | 1 | -1 | 9 | -2 | -18
SMILES | M4 PAM | CHRM5 antagonist | CHO-K1 Ca ag | CHRM4 antagonist | M4 ag | M5 ag | CHO-K1 Ca PAM | CHRM5 PAM | CHO-K1 Ca antag
CCN1CCSc2ccc(C(=O)NCc3cccc(Br)c3)cc21 | -1 | 1 | -0.6 | -12 | 0 | -4 | 13 | -3 | -9
CC(=O)c1ccc(-c2ccc([C@H]3[C@@H]4C=CCC[C@@]4(C)C(=O)N3Cc3ccccc3)c(F)c2)cc1 | -10 | 14 | 0.8 | 3 | 0 | -1 | -4 | -12 | -23
COc1ccc(C(=O)NCC(C)NC(=O)c2ccc(OC)c(OC)c2)cc1OC (stereo unspecified) | 1 | 1 | 1.3 | 2 | 3 | 1 | 19 | 9 | -6
Cc1ccc(C)c(NC(=S)NNC(=O)c2cc3c(s2)CCC(C)C3)c1 (stereo unspecified) | 6 | 0 | 0.1 | -2 | 0 | 2 | 14 | 2 | -6
Cc1ccc(OCC(=O)Nc2ccc(C(N)=O)cc2)cc1 | 3 | 0 | 1.2 | -1 | 3 | -2 | 18 | -3 | -14
COc1ccc(-n2nc(C(=O)NCC(=O)N3CCCCC3)c3ccccc3c2=O)c(OC)c1 | -3 | 4 | -0.2 | -1 | 0 | -1 | 10 | 0 | -11
Cc1cc(C(=O)N/N=C/c2ccc(-c3cccc(Cl)c3)o2)n[nH]1 | -4 | 6 | 1.9 | 11 | 4 | 1 | -4 | -4 | -7
CN(CC(=O)Nc1ccc(F)cc1)C(=O)COc1ccccc1Cc1ccccc1 | 7 | 10 | 0.8 | -3 | 6 | 1 | 14 | -5 | 3
CCOc1ccccc1OCCCC(=O)N1CCN(S(=O)(=O)c2ccc(Cl)cc2)CC1 | -2 | 19 | 2.8 | -8 | 7 | -3 | 5 | -8 | -16
CCN(CC(=O)Nc1ccc(NC(C)=O)cc1)C(=O)CCCOc1ccc(C(C)(C)C)cc1 | -6 | 4 | 7.1 | -2 | 13 | 2 | -1 | -2 | -4
O=C1C(=O)N(Cc2cccnc2)C(c2cccc([N+](=O)[O-])c2)/C1=C(\O)c1ccc2c(c1)OCCO2 (stereo unspecified) | 1 | -4 | 0.3 | 2 | 1 | -3 | 13 | 6 | -4
COc1ccc(C(C)(C)C)cc1NC(=O)C1C2C=CC(C2)C1C(=O)O (stereo unspecified) | 1 | -5 | -0.1 | -6 | 0 | -3 | 6 | 8 | 0
CCCCCCCCNCCS(=O)(=O)NCc1ccc(OC)cc1 | -7 | -11 | 1.6 | -8 | 4 | 2 | 21 | 3 | -17
O=C1C=CC(=Nc2cccc3c2C(=O)c2ccccc2-3)O1 | 1 | 12 | 10 | 15 | 67* | 45* | 17 | -14 | -3
CC(=O)c1ccc(-n2c(CCC(=O)O)ccc2-c2ccc(Br)cc2)cc1 | -4 | 9 | 1.5 | 2 | 1 | -2 | 10 | -2 | -7
CCOC(=O)COc1ccsc1C(=O)OC | -1 | -2 | -0.3 | 4 | 1 | -2 | 12 | 0 | -13
O=C(NCC(=O)N1CCCC1)c1ccc(Cl)cc1 | 1 | 3 | -0.2 | -3 | 1 | 0 | 20 | -1 | -8
O=[N+]([O-])c1cc([N+](=O)[O-])c(N2CCCCCC2)cc1NCCO | 6 | 8 | 1.4 | 10 | 2 | -2 | 6 | 1 | -14
Cc1ccc(S(=O)(=O)N(C)c2ccccc2C(=O)Nc2c(F)cccc2F)cc1 | -3 | 3 | 3.2 | -2 | 1 | -1 | 19 | 7 | -6
CCOC(=O)C1CCCN(C(=O)CCc2nc3sc4c(c3c(=O)[nH]2)CCCC4)C1 (stereo unspecified) | -1 | 18 | 1.0 | 5 | 1 | 0 | 13 | 0 | -17
CC(C(=O)N1CCN(Cc2ccccc2)CC1)n1ncn2cccc2c1=O (stereo unspecified) | 12 | 1 | 0.4 | -7 | 1 | 0 | 14 | -2 | -7
CC(C)(C)CNC(=O)C1(C)CCN1C(=O)Cc1ccc(C(C)(C)C)cc1 (stereo unspecified) | 2 | -2 | 1.9 | 2 | 4 | 1 | 7 | -2 | 6
CC1(C(=O)NS(=O)(=O)c2ccc(Cl)s2)CCN1C(=O)C1(c2ccc(Cl)cc2)CC1 (stereo unspecified) | 4 | 2 | 0.1 | -6 | 0 | 0 | 22 | 0 | -17
O=[N+]([O-])c1ccc(-c2ccc(S(=O)(=O)N3CCOCC3)cc2)cc1 | -1 | 10 | 0.0 | -10 | 0 | 2 | -1 | 1 | 0
CCCCc1cc(=O)oc2c(C)c(OCC(=O)N3CCC(C(=O)O)(c4ccccc4)CC3)ccc12 | -5 | 4 | 0.4 | 7 | 1 | 1 | -16 | -3 | 10
SMILES | M4 PAM | CHRM5 antagonist | CHO-K1 Ca ag | CHRM4 antagonist | M4 ag | M5 ag | CHO-K1 Ca PAM | CHRM5 PAM | CHO-K1 Ca antag
O=C(Cn1ncc(Cl)c(Cl)c1=O)NC1CCS(=O)(=O)C1 (stereo unspecified) | -5 | -3 | -0.1 | -6 | 0 | 5 | 15 | 0 | -4
Cc1cc(NC(=O)CSc2nc(-c3cccs3)nc3ccccc23)no1 | 8 | 6 | 0.1 | -1 | 2 | 2 | 1 | 5 | -13
C=CCn1c(O)c2ccc(C(=O)N=NC(=O)COc3ccccc3F)cc2c1O | 12 | 2 | 1.6 | -7 | 2 | 2 | 8 | -1 | -18
CC(C)C[C@@H](CN1CCC[C@@H]1CN1C(=S)NC[C@@H]1Cc1ccc(O)cc1)N1C[C@H](Cc2ccc(O)cc2)N(CCc2ccccc2)C1=S | 5 | -4 | -0.1 | -16 | -1 | -4 | 11 | -5 | 5
CC(=O)N1N=C(c2ccccc2)CC1c1ccccc1 (stereo unspecified) | -3 | 2 | 2.1 | 7 | 0 | 0 | 15 | -4 | -19
O=C(c1cc2c([nH]c1=O)CCCC2)N1CCc2c([nH]c3ccccc23)C1c1ccccc1F (stereo unspecified) | 3 | 8 | 0.2 | -10 | 0 | -3 | 18 | 5 | -17

Record cards, from the list above. Order of values: M4 PAM | CHRM5 antagonist | CHO-K1 Ca ag | CHRM4 antagonist | M4 ag | M5 ag | CHO-K1 Ca PAM | CHRM5 PAM | CHO-K1 Ca antag
O=C(Cn1ncc(Cl)c(Cl)c1=O)NC1CCS(=O)(=O)C1 (stereo unspecified) is entered as -5 | -3 | -0.1 | -6 | 0 | 5 | 15 | 0 | -4
CC(C)C[C@@H](CN1CCC[C@@H]1CN1C(=S)NC[C@@H]1Cc1ccc(O)cc1)N1C[C@H](Cc2ccc(O)cc2)N(CCc2ccccc2)C1=S is entered as 5 | -4 | -0.1 | -16 | -1 | -4 | 11 | -5 | 5
Cc1cc(NC(=O)CSc2nc(-c3cccs3)nc3ccccc23)no1 is entered as 8 | 6 | 0.1 | -1 | 2 | 2 | 1 | 5 | -13
